Compound activity from PubChem BioAssay.
HP1b binding inh: blocks HP1-beta chromodomain binding to methylated histone tails; AlphaScreen HP1-beta / biotin-H3K9me3 peptide binding; Potency, µM (series often up to 114 µM), without a hit: at the highest dose activity change, negative = inhibition, hits mostly inhibitors; 390,000 compounds, 0.56% hits; AID 540317; also: potency is read from the fitted curve at half-maximal effect; nearly all actives have a fitted effect of over 70% in size; inactives centre near 23
Target sequence (P83916 whole entry, looked up): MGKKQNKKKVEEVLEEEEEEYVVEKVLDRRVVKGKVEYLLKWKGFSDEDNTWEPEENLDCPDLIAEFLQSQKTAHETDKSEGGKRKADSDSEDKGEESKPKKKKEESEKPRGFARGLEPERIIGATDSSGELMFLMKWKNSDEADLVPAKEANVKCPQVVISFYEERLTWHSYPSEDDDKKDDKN
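HP1-beta protein (50 nM final) preincubated 30 min at room temperature with biotinylated H3(1-18)K9me3 peptide (50 nM) in PBS pH 7.4, 0.01% Tween-20, then compound added for 30 min. AlphaScreen streptavidin donor/nickel chelate acceptor beads (10 ug/mL final), 30 min dark, luminescence read.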
GLS inhibitor: blocks human kidney-isoform glutaminase activity | GLS enzymatic activity, qHTS titration | O94925 | 410,000 compounds, 0.21% hits | Potency, µM (highest dose often 45.5 µM), for inactives: at the highest dose activity change, negative = inhibition, usual class: inhibitors; also: potency is read from the fitted curve at half-maximal effect; % is scaled to controls: 0 for no effect and ±100 for the full control effect
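hKGA in 45 mM KH2PO4 pH 8.2, 0.02% Tween-20 with pin-transferred compounds; 1 mM L-glutamine (stock) plus glutamate oxidase/HRP/Amplex Red coupling added. Fluorescence read initially and after 30 min at RT.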
IDH1 R132H inh: inhibitors of human mutant IDH1 R132H. O75874. IDH1-R132H enzyme, NADPH consumption, diaphorase/resazurin fluorescence. Potency, µM (highest dose often 76.6 µM), without a hit: at the highest dose activity change, negative = inhibition, actives largely listed as inhibitors. 390,000 compounds, 0.093% hits; also: potency is read from the fitted curve at half-maximal effect; % is scaled to controls: 0 for no effect and ±100 for the full control effect; nearly all actives have a fitted effect of over 65% in size
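IDH1-R132H (0.5 ug/mL) preincubated 30 min with compound, then NADPH (0.016 mM) and alpha-KG (2 mM) added; 80 min at RT, pH 7.5. Remaining NADPH coupled via diaphorase/resazurin to fluorescence (540/590 nm); concentration-response curves normalized to no-enzyme control.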
TrxR1 substrate: is turned over as a substrate by rat TrxR1; Potency, µM (top dose mostly 114 µM), for the others: top-dose activity change, negative = substrate turnover; O89049; purified TrxR1 substrate turnover, NADPH consumption readout; 390,000 compounds, 0.01% hits; AID 588456; also: potency is read from the fitted curve at half-maximal effect; % is scaled to controls: 0 for no effect and ±100 for the full control effect; nearly all actives have a fitted effect of over 50% in size
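Rat TrxR1, dispensed at 90 nM, was prereduced with 400 uM NADPH (final) for 5 min at ~22 deg C, then incubated with compound 15 min before 400 uM selenite. A first-read NADPH fluorescence drop versus no-compound background flagged substrates.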
PGK inhibitor: T. brucei PGK inhibition. P07378. PGK/GAPDH coupled, Kinase-Glo luminescence, 60 min. Potency, µM (titrated, usually from 57.5 µM), without a hit: at the top dose activity change, negative = inhibition, actives largely listed as inhibitors. 380,000 compounds, 0.043% hits. AID 602233; also: potency is read from the fitted curve at half-maximal effect; % is scaled to controls: 0 for no effect and ±100 for the full control effect; nearly all actives have a fitted effect of over 60% in size
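Luminescent ATP detection (Kinase-Glo Plus) follows a 60-minute room-temperature incubation, with wells lacking PGK as controls. Buffer: 100 mM TEA (pH 7.6), 5 mM MgCl2, 0.01% Tween-20. Coupling enzyme GAPDH (100 nM final) supplies unstable 1,3-BPG in-well.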
rTrxR1 inhibitor: inhibitors of rat thioredoxin reductase 1; recombinant rTrxR1, NADPH fluorescence consumption, selenite substrate; Potency, µM (titrated, usually from 114 µM), for inactives: at the top dose activity change, negative = inhibition, actives largely listed as inhibitors; 390,000 compounds, 1% hits; AID 588453; also: potency is read from the fitted curve at half-maximal effect; % is scaled to controls: 0 for no effect and ±100 for the full control effect; nearly all actives have a fitted effect of over 65% in size
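Rat TrxR1 (90 nM in the dispensed reagent) was pre-reduced with 400 uM NADPH for 5 min at room temperature, then incubated with compound for 15 min. After 400 uM selenite was added, NADPH fluorescence (Ex 340/Em 450 nm) was followed for 8 min.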
USP1-UAF1 inh: USP1/UAF1 (human) deubiquitinase inhibition; O94782; recombinant USP1/UAF1, Ub-Rhodamine cleavage fluorescence; Potency, µM (titrated, usually from 57.1 µM), for inactives: at the top dose activity change, negative = inhibition, usual class: inhibitors; 390,000 compounds, 0.23% hits; also: potency is read from the fitted curve at half-maximal effect; % is scaled to controls: 0 for no effect and ±100 for the full control effect; nearly all actives have a fitted effect of over 60% in size; inactives centre near -12
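In this screen, compounds sit with the deubiquitinase complex (1nM) for 15 min at room temperature before Ub-Rho is added at 150nM final. Fluorescence rise is then followed for 6 reads every 60 seconds.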
PI4K2A inh: blocks human PI4K2A kinase activity | Q9BTU6 | purified PI4K2A, ADP-Glo luminescence, 1 h; stronger effect = lower value | activity change, negative = inhibition, % at 76.9 µM | 420,000 compounds, 0.13% hits | AID 1346378; in the data active = activity change below about -50%; inconclusive = mostly about -30% to -49%;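 also: -100% = wells without enzyme as full effect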
Target sequence (Q9BTU6 whole entry, looked up): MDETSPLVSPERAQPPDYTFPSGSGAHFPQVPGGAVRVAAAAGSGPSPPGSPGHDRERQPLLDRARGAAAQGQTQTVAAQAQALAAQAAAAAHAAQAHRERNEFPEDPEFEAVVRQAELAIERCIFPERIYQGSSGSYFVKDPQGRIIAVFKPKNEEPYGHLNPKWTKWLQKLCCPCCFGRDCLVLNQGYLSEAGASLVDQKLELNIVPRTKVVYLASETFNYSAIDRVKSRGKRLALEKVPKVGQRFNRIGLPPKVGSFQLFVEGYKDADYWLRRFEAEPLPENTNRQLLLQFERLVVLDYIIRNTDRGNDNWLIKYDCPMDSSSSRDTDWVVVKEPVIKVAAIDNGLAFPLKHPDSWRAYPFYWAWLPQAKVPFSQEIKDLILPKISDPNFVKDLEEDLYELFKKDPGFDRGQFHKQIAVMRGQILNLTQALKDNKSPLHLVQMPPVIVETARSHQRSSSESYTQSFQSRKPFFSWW
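PI4K2A activity was measured by ADP-Glo luminescence: enzyme (4 ug/mL stock) and phosphatidylinositol (1.2 mM stock) in Tris pH 7.5/MgCl2/EGTA/Triton X-100 buffer were reacted with ATP (300 microM stock) for one hour at ambient temperature.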
Pin1 inh: blocks the human prolyl isomerase Pin1; Q13526; Pin1 FP peptide displacement, HiFluor488, 10 min; Potency, µM (series often up to 115 µM), without a hit: at the highest dose activity, negative = inhibition, most hits filed as inhibitors; 390,000 compounds, 0.009% hits; AID 504891; active = well fitted inhibition curve with a large enough effect in the polarisation, with a control signal flat, not every such curve was filed as active; inconclusive = small, poorly fitted or top-dose-only effect, or effect the other way, or a change in a side signal; inactive = no such curve, though single readings can be large or run the other way; the % refers to the polarisation; also: potency is read from the fitted curve at half-maximal effect; % is scaled to controls: 0 for no effect and ±100 for the full control effect
Target sequence (Q13526 whole entry, looked up): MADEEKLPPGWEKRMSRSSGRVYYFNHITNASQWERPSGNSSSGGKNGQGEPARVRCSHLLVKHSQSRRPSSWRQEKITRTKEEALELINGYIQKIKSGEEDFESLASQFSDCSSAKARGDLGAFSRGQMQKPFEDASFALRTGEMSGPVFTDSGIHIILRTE
Starred values were filed as active, the others as inactive; i = inactive; ? = inconclusive; . = not tested or not shown; [ ] = another dose, or the depositor's remark. Unless noted, calls follow the shape of the dose curve; as a rule, active = well fitted curve in the direction sought with a large enough effect; inconclusive = small, poorly fitted or top-dose-only effect, or another doubt; inactive = no such curve, though single readings can be large; an effect the other way counts as inactive or inconclusive.

SMILES | HP1b binding inh | GLS inhibitor | IDH1 R132H inh | TrxR1 substrate | PGK inhibitor | rTrxR1 inhibitor | USP1-UAF1 inh | PI4K2A inh | Pin1 inh
CC12CCC(=O)N1C(C(=O)N1CCN(S(=O)(=O)c3ccc(F)c(F)c3)CC1)CS2 (centres undefined) | 9% | 1% | 10% | 4% | -8% | 19%[57.1 µM] | -23% | 1 | -8%
CC(=O)Nc1ccc(S(=O)(=O)NCc2ccc3c(c2)cc(C)n3C)cc1 | -1% | -11% | 4% | 5%[57.1 µM] | -14% | 1%[57.1 µM] | -15% | 2 | ?
Cc1nc(C)c2c(=O)cc(-c3ccccc3)[nH]c2n1 | 21% | 2% | 1% | 6% | 6% | 6% | 7% | -6 | 5%
COc1cc2c(cc1OC)C(COc1ccc([N+](=O)[O-])cc1)N(C(C)=O)CC2 (centres undefined) | 31% | -5% | -2% | -2% | -9% | 11% | -18% | 1 | 2%
COc1ccccc1C(=O)Nc1ccc(S(=O)(=O)Nc2nccs2)cc1 | 10% | -9% | -9% | 8%[57.1 µM] | -6% | 23%[57.1 µM] | -12% | -2 | 11%
CC1CCCN(S(=O)(=O)c2cccc(C(=O)OCC(=O)N(C)Cc3c(F)cccc3Cl)c2)C1 (centres undefined) | -5% | 5% | 2% | -4% | -7% | -3% | -4% | 2 | 4%
O=C(CSc1nc(=O)n(CCCN2CCOCC2)c2c1CCC2)Nc1ccc([N+](=O)[O-])cc1 | 14% | 1% | 5% | 0% | -4% | 0% | -5% | -4 | 0%
COc1ccc(S(=O)(=O)Nc2cccc(Cl)c2)cc1OC | 18% | . | 0% | 2% | 1% | -8% | -17% | 2 | -2%
CN(C)S(=O)(=O)N1CCN(CC(=O)Nc2ccc(Br)cc2)CC1 | 36% | -8% | 5% | 1% | i | 11% | -21% | -2 | -1%
Cc1nn(CC(=O)NCc2cc3ccccc3[nH]2)c(C)c1[N+](=O)[O-] | 17% | -1% | 2% | -6% | -9% | -3% | -16% | 1 | 0%
COc1ccc([N+](=O)[O-])cc1NC(=O)C(C)OC(=O)c1ccccn1 (centres undefined) | -12% | 5% | 8% | -9% | i | 26%[57.1 µM] | -17% | 3 | -6%
CN(Cc1ccccc1)S(=O)(=O)c1ccc(Cl)c(C(=O)NCCCN2CCCC2=O)c1 | 38% | 3% | 21% | -1%[57.1 µM] | -8% | -9%[57.1 µM] | -17% | -1 | -9%
COc1ccc(NC(=O)C[C@H]2C(=O)N(Cc3ccccc3)C[C@@H]2C)cc1 | . | -4% | -1% | . | -9% | . | -14% | -4 | .
Cc1cc(Cl)ccc1OCC(=O)NN1C(=O)C2C3C=CC(C3)C2C1=O (centres undefined) | 31% | -9% | -13% | 5%[57.1 µM] | -13% | 16%[57.1 µM] | -17% | 5 | 3%
COc1ccc(OC)c(NC(=O)c2cccc(S(=O)(=O)N(Cc3ccccc3)c3ccccc3OC)c2)c1 | 5% | 20% | 1% | -1% | 4% | 2% | -13% | -1 | 17%
Cc1nn(C)cc1S(=O)(=O)NCc1ccccc1Cl | 51%[activator] | 0% | -3% | 4% | 6% | 19% | -27% | 2 | -11%
O=C(CSc1ccccc1)NCc1cccnc1 | 34% | -2% | 3% | 12% | -7% | 15% | -16% | 3 | 0%
CCOc1cc(CNn2cnnc2SCC(=O)NC(C)(C)C)ccc1OCC(=O)NC(C)(C)C | 20% | -2% | 5% | 1%[57.1 µM] | -2% | 3%[57.1 µM] | -20% | 1 | 1%
Cc1ccc(-n2ncc(C(=O)NCCc3ccsc3)c2C2CCN(C(=O)OC(C)(C)C)CC2)c(C)c1 | 24% | 13% | 0% | -8% | -2% | 18% | -19% | 0 | 12%
COc1cc2c(cc1OC)C(c1ccc(F)cc1)N(c1ccccc1)C(=O)C2 (centres undefined) | 20% | 20% | 9% | -5% | -1% | 6% | ? | -3 | 5%
Cc1cccc(C(=O)O/N=C(\N)Cc2cccc3ccccc23)c1 | 48%[activator] | 2% | 5% | 1% | -8% | 3% | -14% | -3 | 0%
COc1cccc(NC(=O)CSc2nncn2-c2ccccn2)c1 | 13% | -2% | 0% | 7% | -3% | 24% | -17% | 3 | -8%
Cc1cccc(NS(=O)(=O)c2ccc3c(c2)NC(=O)CO3)c1C | 35% | 1% | 5% | -2% | 0% | 19% | -10% | 5 | -2%
NC(=O)c1ccc(NC(=O)COC(=O)CC(NC(=O)c2ccccc2Cl)c2ccccc2)cc1 (centres undefined) | 36% | -3% | -5% | -7% | 3% | -5% | -25% | 1 | 6%
CN(C)S(=O)(=O)c1ccc(NC(=O)COC(=O)c2ccccn2)cc1 | 17% | 4% | -2% | 5% | -4% | 8% | 6% | -5 | 3%
The results go on:
SMILES | HP1b binding inh | GLS inhibitor | IDH1 R132H inh | TrxR1 substrate | PGK inhibitor | rTrxR1 inhibitor | USP1-UAF1 inh | PI4K2A inh | Pin1 inh
CC1CCCCN1CC(O)COc1ccc(OCC(O)CN2CCCCC2C)cc1 (centres undefined) | 19% | -1% | 6% | 6%[57.1 µM] | -6% | 21%[57.1 µM] | -2% | 0 | 17%
O=C(OCc1cc(=O)n2nc(C3CC3)sc2n1)c1cccc(NC(=O)c2ccccc2Cl)c1 | 4% | 12% | 1% | 3%[57.1 µM] | -8% | 10%[57.1 µM] | -18% | -4 | -14%
CCc1cc2cc(C)ccc2nc1SCC(=O)N1CC(=O)Nc2ccccc21 | 8% | -8% | -8% | 0%[57.1 µM] | -7% | 15%[57.1 µM] | -21% | 3 | 33%[activator]
COc1ccc(-c2c([C@H]3[C@@H]4C=CCC[C@@]4(C)C(=O)N3Cc3ccccc3)ccc3ccccc23)cc1OC | 14% | 7% | -5%[38.3 µM] | -11% | -6% | -19% | -31% | -4 | -1%
Clc1cccc(Cl)c1-c1nnc2ccc(N3CCOCC3)nn12 | 14% | 0% | 5% | 8% | . | 8% | -7% | 2 | -2%
COc1cc(C(=O)Nc2nnc(CC(C)(C)C)s2)c([N+](=O)[O-])cc1OC | 7% | 28% | 5% | -14% | -8% | -12% | -2% | 3 | 2%
O=C(N/N=C/c1c[nH]c2ccccc12)c1cc(-c2ccc(-c3ccccc3)cc2)n[nH]1 | 33% | -1% | -2% | -4%[57.1 µM] | i | 9% | -6% | 0 | 8%
O=C1/C(=C\c2cc([N+](=O)[O-])ccc2O)SC(=S)N1Cc1ccc(Cl)cc1 | -22% | 1% | -13% | -7% | . | 3% | ? | 19 | ?
CN(C)c1nc(N(C)C)nc(N(C#N)Cc2ccc(Cl)cc2)n1 | 67%[activator] | -12% | 0% | 1% | -1% | 14% | -10% | -13 | 4%
O=C(NCc1ccco1)c1cc2nc(-c3ccc4c(c3)OCO4)cc(C(F)(F)F)n2n1 | 21% | 1% | 4% | 1% | -5% | -5% | 2% | -6 | 10%
CCOc1ncccc1C(=O)Nc1ccc2c(C)cc(=O)oc2c1 | 20% | 6% | -2% | 0%[57.1 µM] | 1% | 6%[57.1 µM] | 0% | 3 | 9%
C=CCn1c(SCC(=O)N2c3ccccc3Sc3ccccc32)nnc1-c1ccco1 | -7% | -1% | 9% | 5%[57.1 µM] | 3% | -3%[57.1 µM] | ? | 0 | 0%

Molecules shown so far that contain an aryl thioether with sulfur outside any ring (six):
SMILES | HP1b binding inh | GLS inhibitor | IDH1 R132H inh | TrxR1 substrate | PGK inhibitor | rTrxR1 inhibitor | USP1-UAF1 inh | PI4K2A inh | Pin1 inh
O=C(CSc1nc(=O)n(CCCN2CCOCC2)c2c1CCC2)Nc1ccc([N+](=O)[O-])cc1 | 14% | 1% | 5% | 0% | -4% | 0% | -5% | -4 | 0%
O=C(CSc1ccccc1)NCc1cccnc1 | 34% | -2% | 3% | 12% | -7% | 15% | -16% | 3 | 0%
CCOc1cc(CNn2cnnc2SCC(=O)NC(C)(C)C)ccc1OCC(=O)NC(C)(C)C | 20% | -2% | 5% | 1%[57.1 µM] | -2% | 3%[57.1 µM] | -20% | 1 | 1%
COc1cccc(NC(=O)CSc2nncn2-c2ccccn2)c1 | 13% | -2% | 0% | 7% | -3% | 24% | -17% | 3 | -8%
CCc1cc2cc(C)ccc2nc1SCC(=O)N1CC(=O)Nc2ccccc21 | 8% | -8% | -8% | 0%[57.1 µM] | -7% | 15%[57.1 µM] | -21% | 3 | 33%[activator]
C=CCn1c(SCC(=O)N2c3ccccc3Sc3ccccc32)nnc1-c1ccco1 | -7% | -1% | 9% | 5%[57.1 µM] | 3% | -3%[57.1 µM] | ? | 0 | 0%

Only part of the results is shown; count on the stated rates, not on these rows.
